High-throughput results as filed in PubChem BioAssay.
CHRM4 agonist: agonists of human muscarinic M4 receptor (CHRM4) | CHO-K1 hM4/Gqi5, Fluo-8 calcium fluorescence; vehicle 0%, full acetylcholine response 100% | activation, % at 3 µM | 360,000 tested, 0.14% active | AID 624127;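 active = activation above the run mean over all test wells plus 3 SD, cut at about 32% in these data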;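 also: peak over basal fluorescence ratio per well then scaled between controls; 0% = DMSO wells and 100% = acetylcholine at EC100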
Target sequence (P08173 whole entry, looked up): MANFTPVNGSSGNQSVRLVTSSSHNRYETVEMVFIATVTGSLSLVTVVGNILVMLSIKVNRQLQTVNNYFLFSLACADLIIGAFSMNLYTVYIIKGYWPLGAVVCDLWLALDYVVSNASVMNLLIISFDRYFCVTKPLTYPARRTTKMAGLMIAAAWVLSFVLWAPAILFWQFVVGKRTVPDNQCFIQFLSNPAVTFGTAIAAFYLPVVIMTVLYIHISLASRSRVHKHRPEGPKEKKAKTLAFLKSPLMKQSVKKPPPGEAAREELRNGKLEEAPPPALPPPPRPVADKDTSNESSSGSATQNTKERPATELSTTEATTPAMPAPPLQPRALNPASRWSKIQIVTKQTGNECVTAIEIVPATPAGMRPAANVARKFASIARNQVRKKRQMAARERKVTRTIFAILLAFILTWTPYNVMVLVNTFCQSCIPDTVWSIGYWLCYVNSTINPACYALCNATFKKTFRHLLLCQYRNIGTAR
CHRM4 antagonist: CHRM4 antagonism in calcium assay; CHO-hM4 cells, ACh EC80, Fluo-8 calcium fluorescence; 360,000 tested, 0.73% active; inhibition, % at 3 µM; P08173;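 active = inhibition above its plate's cutoff, the mean inhibition of sample wells plus 3 SD, cut at about 27% in these data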;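 also: 0% = acetylcholine EC80 with DMSO and 100% = DMSO without agonist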
CHRM1 PAM: potentiates human M1 receptor response to acetylcholine; P11229; CHO-K1 hM1, Fluo-8 calcium fluorescence, ACh EC20; 0% = ACh EC20, 100% = maximal ACh; activation, % at 3 µM; 360,000 tested, 0.088% active; AID 588819; in the data active = activation above about 19%, passing the limit was not always enough
CHRM5 antagonist: blocks acetylcholine activation of human M5 receptor. 360,000 tested, 0.59% active. P08912. inhibition, % at 3 µM. AID 624040. CHO-hM5 cells, Fluo-8 calcium fluorescence, ACh EC80;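 active = inhibition above a per-plate cutoff, the mean of that plate's test compounds plus 3 SD, cut at about 27% in these data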;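 also: 0% = acetylcholine EC80 with DMSO and 100% = DMSO without agonist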
Target sequence (P08912 whole entry, looked up): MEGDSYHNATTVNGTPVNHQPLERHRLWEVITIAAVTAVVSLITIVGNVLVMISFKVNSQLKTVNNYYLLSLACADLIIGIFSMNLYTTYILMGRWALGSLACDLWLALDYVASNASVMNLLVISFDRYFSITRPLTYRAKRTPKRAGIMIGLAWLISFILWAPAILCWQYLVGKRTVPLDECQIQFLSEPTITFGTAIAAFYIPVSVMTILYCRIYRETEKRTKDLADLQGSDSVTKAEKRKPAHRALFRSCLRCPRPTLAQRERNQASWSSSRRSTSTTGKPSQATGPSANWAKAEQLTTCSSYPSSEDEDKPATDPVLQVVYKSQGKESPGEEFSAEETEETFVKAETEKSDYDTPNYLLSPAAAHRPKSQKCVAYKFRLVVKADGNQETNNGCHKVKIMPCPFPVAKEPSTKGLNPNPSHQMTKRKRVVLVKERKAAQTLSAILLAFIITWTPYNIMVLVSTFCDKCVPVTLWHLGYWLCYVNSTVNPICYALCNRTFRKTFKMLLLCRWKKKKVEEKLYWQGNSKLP
M1 ag: activates human CHRM1 receptor. P11229. CHO-K1 hM1, Fluo-8 calcium fluorescence, agonist mode; 0% DMSO, 100% acetylcholine EC100. activation, % at 3 µM. 360,000 tested, 0.33% active. AID 588814;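 active = activation above the run's mean compound activation plus 3 SD, cut at about 16% in these data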;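 also: peak over basal fluorescence ratio within a 140 s kinetic read after compound addition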
TAAR1 ag: human TAAR1 agonism. CHO RD-HGA16 TAAR1, Fluo-8 calcium fluorescence; vehicle wells 0%, saturating PEA agonist 100%. 360,000 tested, 0.99% active. activation, % at 3 µM. AID 624467. Q96RJ0;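 active = activation above the mean activation of all test compounds in the run plus 3 SD, cut at about 38% in these data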
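Assay system: CHO-derived RD-HGA16 cells with stable Gα16 and human TAAR1; timing: 17-24 h seeding, 75 min 37 °C dye, 30 min RT; read-out: % activation from peak over basal fluorescence ratio, DMSO-to-PEA scaled; measured by: kinetic Fluo-8 calcium fluorescence; benchmarks: low control DMSO, high control PEA (EC100); doses: 3 µM single concentration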
M5 PAM: positive allosteric modulators of human muscarinic M5 receptor; P08912; CHO-K1 hM5, Fluo-8 calcium, ACh EC20 PAM; 0% = ACh EC20, 100% = ACh EC100; activation, % at 3 µM; 360,000 tested, 0.3% active; AID 624038;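 active = activation above the run cutoff, the mean activation of all test compounds plus 3 SD, cut at about 18% in these data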
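Assay system: CHO-K1 hM5 cells / Incubation: Fluo-8 loading 80 min at 37 °C plus 30 min room temperature / Technique: Fluo-8 calcium dye fluorescence, kinetic read / Repeats: single replicate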
M1 antag: human CHRM1 antagonism | P11229 | CHO-K1 hM1, Fluo-8 calcium fluorescence, ACh EC80 antagonist | inhibition, % at 3 µM | 360,000 tested, 1.3% active;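 active = percent inhibition above its own plate's cutoff, namely the mean of that plate's compound wells plus 3 SD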;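 also: peak over basal fluorescence ratio during 140 s after agonist addition; 0% = ACh EC80 plus DMSO and 100% = DMSO alone without agonist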
CHRM5 agonist: CHRM5 agonism in calcium assay. P08912. CHO-K1 hM5 cells, Fluo-8 calcium fluorescence; 0% DMSO wells, 100% maximal acetylcholine response. activation, % at 3 µM. 360,000 tested, 0.19% active;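 active = activation above the run's mean over test compounds plus 3 SD, cut at about 23% in these data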;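 also: signal is peak over basal fluorescence ratio across the kinetic read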
The depositor's hits bear a star; nt = not tested or not shown; & = joins results of further samples; ! = not confirmed by another sample. An excerpt, so the mix of outcomes need not match the whole.

SMILES	CHRM4 agonist	CHRM4 antagonist	CHRM1 PAM	CHRM5 antagonist	M1 ag	TAAR1 ag	M5 PAM	M1 antag	CHRM5 agonist
CCC1(O)C(=O)OCc2c1cc1n(c2=O)Cc2cc3cc(O)ccc3nc2-1 (stereo not drawn)	2	-1	-1	5	-6	1	-6	-2	3
Cc1ccc(-c2ccnc3c(Br)c(C)nn23)cc1	0	-10	5	-8	-7	1	-1	-14	-6
c1ccc(-c2nc(N3CCOCC3)c3ccccc3n2)nc1	0	-13	-8	-7	-4	1	-1	-27	-2
S=C1SCN(CC2CC2)CN1CC1CC1	1	-1	7	8	-3	1	3	-11	0
Cc1c(C(=O)N2CCOCC2)c(S(=O)(=O)Nc2ccc(OC(F)(F)F)cc2)c(C)n1C	1	4	9	3	-3	0	-1	-11	-1
O=C(NCc1cccs1)c1ccc(CS(=O)Cc2ccccc2Cl)o1 (stereo not drawn)	6	8	-4	0	-2	6	0	-1	2
O=C(COC(=O)c1ccc(O)cc1)Nc1cccc(S(=O)(=O)NC2=NCCCCC2)c1	1	-1	6	12	-2	0	1	-11	0
CCCSc1ncccc1C(=O)O	2	0	8	6	-1	2	2	1	4
COc1ccc([N+](=O)[O-])cc1NC(=O)CCN1CCN(CCO)CC1	1	1	6	8	-6	2	-2	4	-1
CCN(CC)S(=O)(=O)c1ccc(N2CCOCC2)c(NC(=O)c2cnccn2)c1	1	4	3	7	-2	3	-2	-2	0
CC(=O)C[C@@H](O)CC(=O)[C@H]1OC(=O)[C@H](C)C/C=C\Cc2ccccc21	1	-31	5	-6	0	1	-3	-12	2
CCC(C(=O)NCCC(C)C)N(Cc1ccccc1Cl)C(=O)c1snc(C(N)=O)c1N (stereo not drawn)	0	-12	10	2	-5	0	11	-18	-1
CC1(C)Cc2c(sc(/N=C/N3CCCCCC3)c2C#N)C(C)(C)N1	3	-5	-11	-9	-8	9	-5	8	-3
CS(=O)(=O)c1ccc(Sc2nc3ccccc3s2)c([N+](=O)[O-])c1	5	2	3	1	-6	nt	-6	-5	0
Nc1nc(SCC(=O)NC2CCCC2)[nH]c(=O)c1NC(=O)c1cccs1	1	4	5	-6	1	5	7	-16	1
CCN(CC)S(=O)(=O)c1cccc(-c2nnc(SCC(=O)NC)n2N)c1	2	0	9	-16	-4	3	3	-14	0
O=[N+]([O-])c1ccc(O)c(Nc2c([N+](=O)[O-])ccc3nonc23)c1	7	3	4	2	3	4	0	-17	7
Cn1c(SCC(=O)c2ccc3c(c2)Cc2ccccc2-3)nnc1-c1cccc(N)c1	8	5	-3	-1	-9	13	-5	5	2
O=C(CN1CCN(c2ccccc2)CC1)Nc1ccc2c(c1)CCC2	1	-6	6	-5	-4	3	0	-7	-3
COc1cccc(/C=C/C(=O)NCC2CCCCC2)c1	0	-7	10	-6	-4	0	3	-11	-5
CC(=O)c1ccc(N2CCN(S(=O)(=O)c3c(C(=O)N4CCCCC4)c(C)n(C)c3C)CC2)cc1	0	-6	18	-6	-1	1	6	-4	0
Cc1ccc(S(=O)(=O)Nc2ccnc3ccccc23)cc1	1	1	9	3	0	14	-3	-15	0
CCCCCCCCNc1ncnc2[nH]ncc12	7	-1	-8	16	2	3	-8	21	3
CC(C)C[C@H](NC(=O)C1CC(=O)N(c2ccc3c(c2)OCO3)C1)C(=O)NC1CCCC1 (stereo partly drawn)	2	0	7	-3	-2	4	4	-10	1
COc1ccc(N2CCN(C(=O)CSc3ncn[nH]3)CC2)cc1	1	0	-1	0	-1	1	3	2	-3

Continued (3 carried over from the part before).
SMILES	CHRM4 agonist	CHRM4 antagonist	CHRM1 PAM	CHRM5 antagonist	M1 ag	TAAR1 ag	M5 PAM	M1 antag	CHRM5 agonist
CCCCCCCCNc1ncnc2[nH]ncc12	7	-1	-8	16	2	3	-8	21	3
CC(C)C[C@H](NC(=O)C1CC(=O)N(c2ccc3c(c2)OCO3)C1)C(=O)NC1CCCC1 (stereo partly drawn)	2	0	7	-3	-2	4	4	-10	1
COc1ccc(N2CCN(C(=O)CSc3ncn[nH]3)CC2)cc1	1	0	-1	0	-1	1	3	2	-3
COc1ccc(C(=O)Nc2ccc3oc(Cc4ccc(Cl)cc4)nc3c2)cc1OC	11	-13	-1	0	-2	5	-4	-4	1
O=C(COC(=O)CSc1ccc2ccccc2c1Br)NC1CC1	12	-5	-10	-6	-5	8	-4	9	2
Cc1ccc(C(=O)CSc2nnc(-c3cccs3)n2C)o1	1	-4	6	-3	-11	0	3	-6	0
CCc1nc2c(OCc3ccc(Cl)cc3)cccn2c1N(C)C(=O)c1ccccc1F	1	-11	-1	8	-9	3	-6	-7	-3
Cc1ccc(NC(=O)CCS(=O)(=O)c2ccccc2)cc1S(=O)(=O)N1CCOCC1	3	3	9	12	-3	5	3	-2	-1
CCOc1cc(N2CCOCC2)c(OCC)cc1NC(=O)COC(=O)c1ccccc1C	1	5	4	5	-9	7	-4	1	-2
COc1ccc(C(=O)NC(=S)N2CC(C)OC(C)C2)cc1 (stereo not drawn)	-1	-5	4	10	-5	14	-2	-9	-2
COCCCn1c(C(=O)NCCC2=CCCCC2)cc2c(=O)n3ccccc3nc21	1	1	3	11	-3	2	-4	-1	-4
Cc1cccc(C(=O)N2CCCN(C(=O)c3cccc(C)c3)CC2)c1	0	-4	1	-4	3	-1	-1	-25	-1
Cc1cc(F)ccc1S(=O)(=O)Nc1ncnc2scc(-c3ccc(F)cc3)c12	1	-6	1	-8	-4	2	3	-1	0
c1ccc(Cn2nnnc2C(c2cccs2)N2CCCCCC2)cc1 (stereo not drawn)	2	9	-16	10	-11	18	-12	-2	-6
O=C(NCc1ccco1)c1noc2c1CCCC2	0	1	7	-2	-8	4	2	-4	-1
Cc1ccc(S(=O)(=O)c2c(CO)c(-c3ccccc3)nn2C)cc1	3	1	-1	-6	4	-1	-8	3	1
O=C(CN1CCc2ccccc21)Nc1ccc2c(c1)OCCCO2	1	1	3	3	-3	5	-11	4	4
O=C(NCC(=O)N1CCN(C(=O)c2ccco2)CC1)c1ccc(Br)cc1	2	2	12	6	1	0	2	-19	-4
COc1ccc(/C=C/C(=O)Nc2nonc2NC(C)=O)cc1	2	1	2	0	-5	2	1	-2	0
O=C(NCN1C(=O)C2C3C=CC(C3)C2C1=O)Nc1ccccc1O (stereo not drawn)	0	-13	6	-10	-1	3	7	-8	0
Oc1ccc[n+](/C=C\c2ccccc2)c1	0	-20	6	-4	1	10	7	-8	-3
O=S(=O)(NC(=NC1CCCCC1)c1ccccc1)c1ccc(F)cc1	0	-7	4	0	-4	-1	-1	-5	-3
ONC(=Nc1cccc(C(F)(F)F)c1)c1cccnc1	1	3	7	1	0	2	1	-7	0
O=S1(=O)CC(N2CCCC2)CN1Cc1cn(Cc2cccc(Cl)c2)nn1 (stereo not drawn)	1	6	nt	8	nt	0	-3	nt	-2
CCCS(=O)(=O)c1nc(S(=O)(=O)c2ccc(C)cc2)c(N2CCN(CC)CC2)s1	3	3	3	6	-5	0	-3	-4	-7
Cc1c(C(=O)Nc2ccccn2)sc2nc3n(c(=O)c12)CCC3	4	-2	0	-3	0	2	0	-9	2
Cn1c2ccccc2c2cnn(CC(=O)O)c(=O)c21	-1	17	10	2	-3	8	2	-6	-2
COC(=O)c1ccc(C(=O)OC)c(NC(=S)N2CCN(c3cc(Cl)ccc3C)CC2)c1	0	-9	5	1	-7	8	-2	-2	-1
(next part)
SMILES	CHRM4 agonist	CHRM4 antagonist	CHRM1 PAM	CHRM5 antagonist	M1 ag	TAAR1 ag	M5 PAM	M1 antag	CHRM5 agonist
CC1CCCC(C)N1C(=O)COC(=O)c1ccc(Br)o1 (stereo not drawn)	1	4	10	13	-3	3	-2	-5	-1
O=C(COc1ccc(S(=O)(=O)NC2CCCCC2)cc1)NC1CCCC1	2	1	-1	6	-3	3	1	8	-1
CN(Cc1ccc(Cl)cc1)C(=O)CCl	1	2	4	5	-3	0	3	-1	-4
CCCNC(=O)COCc1cc(-c2ccc3c(c2)OCO3)on1	1	4	14	2	1	-1	3	-18	0
CC1(c2nnc(-c3ccncc3)o2)CC(c2ccccc2)=NO1 (stereo not drawn)	1	-5	1	2	-2	7	1	-1	-1
O=C(NS(=O)(=O)c1ccc(Cl)cc1)c1ccccc1	1	-8	10	7	-3	1	1	-18	-1
Cc1cccc(NS(=O)(=O)c2ccc(C(=O)N3CCN(c4ccccc4O)CC3)cc2)c1C	17	10	5	5	4	23	6	5	2
Cc1cc(C)nc(NC(=O)CSc2nc3ccccc3o2)n1	0	13	4	-1	-3	9	2	-3	-2
O=c1[nH]c(=O)n(Cc2ccccc2)c2c1CCC2	2	-13	0	1	-2	7	-1	-7	1
CCCCC(c1nnnn1C1CCCC1)N1CCN(C(=O)c2ccco2)CC1 (stereo not drawn)	2	-5	4	3	-4	2	-3	-15	-1
CN(C)CCCNC(=O)c1cccc(-c2cnc3cccnn23)c1	0	-13	12	-1	-7	0	0	-19	0
COc1ccc(C(=O)c2cc3c(cc2[N+](=O)[O-])OCCO3)cc1	0	-10	3	1	-10	4	-2	-6	-5
O=C(NCc1ccc(Cl)cc1)NCC(F)(F)F	0	1	4	1	-6	0	-2	-6	0
O=C(CCc1nnc2ccc(NCc3ccccc3Cl)nn12)NC1CCCC1	0	-3	7	13	7	3	-4	-12	-6
CCCNC(=O)NC(=O)CSc1nnc(-c2c[nH]c3ccccc23)o1	0	-6	8	-2	-1	0	0	-5	2
O=C(CSc1nc2ccccc2c(=O)n1-c1ccc(F)cc1F)Nc1ccc(N2CCOCC2)cc1	0	-1	-1	1	-5	0	1	3	0
Cc1cc(F)ccc1S(=O)(=O)N1CCCCC1CCNC(=O)C(=O)NCc1ccccn1 (stereo not drawn)	3	2	2	3	-7	1	1	-2	-3
NS(=O)(=O)c1ccc(CNC(=S)NC2CC2)cc1	0	-8	10	4	-6	2	-9	-3	-5
Cc1cccc(NS(=O)(=O)c2coc(C(N)=O)c2)c1C	2	-9	4	-6	-1	2	1	-4	2
COc1cccc(C2OC(=O)c3ccccc3N2C(C)=O)c1OC(C)=O (stereo not drawn)	0	-6	10	4	1	1	4	-5	2
CC(C)CC1Nc2ncnc(N3CCN(c4ccccn4)CC3)c2N(Cc2ccc(Br)cc2)C1=O (stereo not drawn)	2&-1	-18&-2	-25&-24	2&7	-12&-12	0	-10&-7	40*!	-7&-3
COc1cccc(C2=NOC(C(=O)NCc3cccnc3)C2)c1 (stereo not drawn)	0	-14	3	-1	-7	3	2	-6	-2
CCOCCCN1CN(Cc2ccccc2)CNC1=S	0	-8	2	1	-1	5	-3	2	0
Cc1cc(C)n(-c2cc(Oc3ccccc3)ncn2)n1	1	-4	7	-12	-2	20	34*	-2	-7
Cc1cc(C(=O)NCC2CCCCC2)ccc1[N+](=O)[O-]	2	6	4	7	-5	-1	1	2	-3
O=C(COc1ccc(Cl)cc1Cl)N/N=C/C1CC=CCC1 (stereo not drawn)	1	5	4	4	-2	-2	0	-8	-1
